TRb-SRC2 inh = inhibitors of human thyroid hormone receptor beta-SRC2 interaction. P10828. TRbeta-SRC2 peptide binding, fluorescence polarization; receptor liganded with 1 µM T3. Potency, µM (doses to about 106 µM), without a hit: top-dose activity change, negative = inhibition, most hits filed as inhibitors. 280,000 tested, 0.065% active;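 further: plate controls were bound peptide for no effect and peptide without receptor for full effect; nearly all actives have a fitted effect of over 50% in size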
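A fluorescence polarization screen tested compounds at multiple concentrations against complex formation between 0.6 uM TRb ligand-binding domain and 20 nM Texas Red SRC2 peptide, with 1 uM T3 present; readout after 5 hr.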
Tau fluor counter = counter-screen for tau fibril formation inhibitors | tau K18 P301L Alexa594 fluorescence, heparin fibrillization | Potency, µM (series often up to 57.7 µM), for inactives: at the highest dose activity change, negative = decrease | 280,000 tested, 0.93% active | AID 1463; further: nearly all actives have a fitted effect of over 55% in size
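Human tau K18 P301L (15 uM unlabeled, 0.24 uM Alexa 594-labeled) in 100 mM sodium acetate pH 7 with 20 uM heparin, 6 hr at 37 C. ThT 30 uM added, 1 hr ambient; Alexa 594 FP and total fluorescence read at 555/632 nm.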
ALDH1A1 inh = inhibitors of human aldehyde dehydrogenase 1A1 | Potency, µM (highest dose often 75.3 µM), without a hit: at the highest dose activity, negative = inhibition, hits mostly inhibitors | Purified ALDH1A1, NADH fluorescence, propionaldehyde substrate | P00352 | 220,000 tested, 7.3% active; active means well fitted inhibition curve with a large enough effect, not every such curve was filed as active; inconclusive means small, poorly fitted or top-dose-only effect, or another doubt; inactive means no such curve, though single readings can be large or run the other way;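 further: plate controls were no enzyme wells and a reference inhibitor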
Target sequence (P00352 whole entry, looked up): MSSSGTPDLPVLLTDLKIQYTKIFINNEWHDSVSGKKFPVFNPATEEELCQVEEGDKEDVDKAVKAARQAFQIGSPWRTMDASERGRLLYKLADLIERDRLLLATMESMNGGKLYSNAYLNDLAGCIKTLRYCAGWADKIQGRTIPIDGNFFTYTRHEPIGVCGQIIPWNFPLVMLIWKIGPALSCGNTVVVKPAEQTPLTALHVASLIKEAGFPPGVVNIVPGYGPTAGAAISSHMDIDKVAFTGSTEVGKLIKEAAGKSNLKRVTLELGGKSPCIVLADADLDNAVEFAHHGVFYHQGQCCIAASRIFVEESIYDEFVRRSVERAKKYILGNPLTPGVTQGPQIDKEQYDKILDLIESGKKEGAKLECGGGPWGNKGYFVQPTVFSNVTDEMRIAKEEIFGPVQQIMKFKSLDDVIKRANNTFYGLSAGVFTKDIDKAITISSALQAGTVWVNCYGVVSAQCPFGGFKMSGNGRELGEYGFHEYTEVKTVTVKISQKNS
L3MBTL1 inh = L3MBTL1 (human) inhibition; AID 485360; AlphaScreen L3MBTL1–H3K9me1 peptide binding; 230,000 tested, 0.66% active; Potency, µM (titrated, usually from 57.1 µM), for inactives: top-dose activity, negative = inhibition, hits mostly inhibitors; Q9Y468; further: nearly all actives have a fitted effect of over 60% in size
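L3MBTL1 (50 nM) pre-complexed 30 min with biotinylated H3(1-15)K9me1 peptide (75 nM), then compounds added for 30 min at room temperature; AlphaScreen streptavidin donor/nickel chelate acceptor beads (10 ug/mL final) read after 30 min dark incubation.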
Tau fibril ThT = blocks human tau fibril formation measured by thioflavin T. Potency, µM (doses to about 57.4 µM), for inactives: top-dose activity, negative = inhibition, actives largely listed as inhibitors. P10636. recombinant tau K18 P301L (four-repeat tau fragment), heparin-induced fibrillization, ThT fluorescence. 270,000 tested, 2.1% active. AID 1460; further: nearly all actives have a fitted effect of over 55% in size
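Tau K18 P301L fragment (15 uM unlabeled plus 0.24 uM Alexa 594-labeled) in 100 mM sodium acetate pH 7 with compound, fibrillization induced by 20 uM heparin for 6 hr at 37 C. Thioflavin T (30 uM) added, fluorescence read after 1 hr (ex 450, em 510 nm).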
Tau FP inhib = blocks human tau fibril formation measured by polarization; K18 P301L tau heparin fibrillization, Alexa594 FP, 6 h; AID 1468; Potency, µM (series often up to 57.7 µM), inactives show top-dose activity, negative = inhibition, most hits filed as inhibitors; P10636; 280,000 tested, 0.39% active; further: nearly all actives have a fitted effect of over 55% in size
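Human tau K18 […] P301L fragment, 15 uM unlabeled plus 0.24 uM Alexa 594-labeled tau (final), with compound and 20 uM heparin in 100 mM sodium acetate pH 7; 6 hr at 37 C, then Alexa 594 FP read.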
aGal spleen mod = inhibitors or activators of human alpha-galactosidase in spleen homogenate. AID 2107. Potency, µM (titrated, usually from 80 µM), without a hit: top-dose activity change, negative = inhibition, actives largely listed as inhibitors. 240,000 tested, 0.008% active. human spleen homogenate, 4MU-alpha-Gal fluorescence, 40 min;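 further: 0% = enzyme with vehicle and -100% = no enzyme basal signal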
Target sequence (P06280 32-429 limits assumed): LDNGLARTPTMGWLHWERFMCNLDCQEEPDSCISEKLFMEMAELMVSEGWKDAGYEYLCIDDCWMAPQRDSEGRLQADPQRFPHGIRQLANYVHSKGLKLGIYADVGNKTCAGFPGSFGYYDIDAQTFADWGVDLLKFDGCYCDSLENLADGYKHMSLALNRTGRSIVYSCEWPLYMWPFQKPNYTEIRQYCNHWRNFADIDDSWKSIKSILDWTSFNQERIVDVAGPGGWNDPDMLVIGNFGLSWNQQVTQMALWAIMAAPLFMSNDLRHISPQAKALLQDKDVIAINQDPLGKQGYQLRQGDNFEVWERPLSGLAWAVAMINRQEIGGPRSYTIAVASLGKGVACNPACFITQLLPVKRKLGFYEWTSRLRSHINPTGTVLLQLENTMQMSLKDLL
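Human spleen homogenate (1 ug) as enzyme source, 4-methylumbelliferyl-alpha-D-galactopyranoside 1 mM final, citrate/phosphate pH 5.0 with 0.01% Tween-20. Compounds 40 min at 37C, NaOH/glycine stop; fluorescence Ex 365/Em 440, Hill-fit AC50.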
TR SRC2 fluor cs = counter-screen for TRb-SRC2 inhibitors: fluorescence interference | TRb/SRC2 Texas Red total fluorescence interference | Potency, µM (highest dose often 106 µM), without a hit: at the top dose fluorescence change, negative = quenching | 280,000 tested, 0.29% active | AID 1479; active means well fitted curve in either direction with a large enough effect; inconclusive means small, poorly fitted or top-dose-only effect
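Human TRb ligand-binding domain at 0.6 uM with 20 nM Texas Red SRC2 peptide in Tris buffer containing 1 uM T3 and 5% DMSO, incubated with compound 5 h at ambient temperature. Total fluorescence (555/632 nm) calculated as parallel + 2 × perpendicular.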
* = called active by the depositor; ? = inconclusive; nt = not tested or not shown; & = joins results of further samples; [ ] = remark or other dose. Unless noted, the call rests on the fitted dose curve; in most records, active means well fitted curve in the direction sought with a large enough effect; inconclusive means small, poorly fitted or top-dose-only effect, or another doubt; inactive means no such curve, though single readings can be large; an effect the other way counts as inactive or inconclusive. Unless noted, on the % scale 0 is the no-effect control and ±100 the full control effect; potency means the concentration at half of the fitted maximal effect. Outcome played no part in choosing rows (roughly 8.5% active in at least one column).

# | smiles | TRb-SRC2 inh | Tau fluor counter | ALDH1A1 inh | L3MBTL1 inh
1 | CN1C(=O)/C(=C2\SC(=S)N(C(CCC(=O)O)C(=O)O)C2=O)c2ccccc21 (stereo unspecified) | -9% | -12% | 1.1µM* | -8%
2 | Cc1ccc(CNC(=O)CSc2nc3ccsc3c(=O)n2-c2ccc(C(=O)O)cc2)cc1 | 7% | -8% | nt | nt
3 | COc1cc2nc3c(c([Si](C)(C)C(C)(C)C)c2cc1OC)Cn1c-3cccc1=O | -4% | -17% | ? | nt
4 | CC1(c2nnc(-c3ccccc3)o2)CC(c2ccc(Cl)cc2)=NO1 (stereo unspecified) | -1% | -16% | nt | nt
5 | c1ccc(-c2nnc(CN3CCCc4ccccc43)o2)cc1 | -4% | -8% | 8.9µM* | nt
6 | O=C1CN2NC(=S)N(c3ccc(Cl)cc3)C2=CN1c1ccc(Cl)cc1 | 4% | 3% | -1% | 6%
7 | COc1ccccc1Nc1nc(-c2ccccc2O)nc2ccccc12 | 8% | ? | -2% | 6%
8 | O=C(Nc1ccc(F)cc1)Oc1ccccc1N1CCOCC1 | 1% | -1% | ? | -2%

# | Tau fibril ThT | Tau FP inhib | aGal spleen mod | TR SRC2 fluor cs
1 | ? | -2% | 2% | -1%
2 | -2% | 7% | nt | 3%
3 | ? | 2% | 26% | -18%
4 | -10% | -1% | 4% | 0%
5 | -13% | -1% | -18% | -1%
6 | 6% | -1% | -4% | 1%
7 | -13% | ? | 9% | -2%
8 | -5% | 0% | 3% | 1%

In the list so far, these contain two or more sulfur atoms.
# | smiles | TRb-SRC2 inh | Tau fluor counter | ALDH1A1 inh | L3MBTL1 inh
1 | CN1C(=O)/C(=C2\SC(=S)N(C(CCC(=O)O)C(=O)O)C2=O)c2ccccc21 (stereo unspecified) | -9% | -12% | 1.1µM* | -8%
2 | Cc1ccc(CNC(=O)CSc2nc3ccsc3c(=O)n2-c2ccc(C(=O)O)cc2)cc1 | 7% | -8% | nt | nt

# | Tau fibril ThT | Tau FP inhib | aGal spleen mod | TR SRC2 fluor cs
1 | ? | -2% | 2% | -1%
2 | -2% | 7% | nt | 3%

Continuation:
# | smiles | TRb-SRC2 inh | Tau fluor counter | ALDH1A1 inh | L3MBTL1 inh
9 | Cc1cc(C(=O)CCl)c(C)n1-c1c(C)n(C)n(-c2ccccc2)c1=O | 0% | 9% | 13µM* | 12%
10 | Cc1cccc(NC(=O)CSc2nc3c([nH]c4ccccc43)c(=O)n2C)c1C | 3% | -7% | nt | nt
11 | CC(=O)C1=C(c2ccc(Cl)c(Cl)c2)N(C(C)=O)n2c(C)nnc2S1 | -2% | -27% | nt | nt
12 | CCc1cccc2sc(NC(=O)c3ccc(N4C(=O)CCC4=O)cc3)nc12 | 8% | 6% | 5% | -1%
13 | Cc1cc(NC(=O)Nc2ccccc2)n(-c2ccccc2)n1 | 5% | -5% | 2% | nt
14 | CCCCCC(=O)Nc1cccc(C2=NOC3(C2)C[C@@H](C(N)=O)N(C(=O)C2(C)CC2)C3)c1 (stereo partly specified) | -5% | 0% | nt | nt
15 | COc1cccc(OCc2nc3ccccc3n2C)c1 | 0% | -6% | nt | nt
16 | Cc1sc(-c2ccncc2)nc1OC(=O)c1ccccc1 | -19% | -3% | ? | nt

# | Tau fibril ThT | Tau FP inhib | aGal spleen mod | TR SRC2 fluor cs
9 | -10% | -2% | 3% | 1%
10 | 3% | -1% | nt | -1%
11 | ? | ? | nt | -1%
12 | 9% | 0% | -2% | -3%
13 | 2% | 0% | 0% | 2%
14 | -2% | -2% | 3% | 0%
15 | -11% | 2% | nt | 6%
16 | -7% | 9% | -16% | 1%

Complete entries from above. Order of screens: TRb-SRC2 inh, Tau fluor counter, ALDH1A1 inh, L3MBTL1 inh, Tau fibril ThT, Tau FP inhib, aGal spleen mod, TR SRC2 fluor cs
Profile of CCc1cccc2sc(NC(=O)c3ccc(N4C(=O)CCC4=O)cc3)nc12 → 8%, 6%, 5%, -1%, 9%, 0%, -2%, -3%
Profile of Cc1cc(NC(=O)Nc2ccccc2)n(-c2ccccc2)n1 → 5%, -5%, 2%, nt, 2%, 0%, 0%, 2%
Profile of CC(=O)C1=C(c2ccc(Cl)c(Cl)c2)N(C(C)=O)n2c(C)nnc2S1 → -2%, -27%, nt, nt, ?, ?, nt, -1%
Profile of COc1cccc(OCc2nc3ccccc3n2C)c1 → 0%, -6%, nt, nt, -11%, 2%, nt, 6%

(continued)
# | smiles | TRb-SRC2 inh | Tau fluor counter | ALDH1A1 inh | L3MBTL1 inh
17 | O=C(NC(=O)c1cnccc1C(F)(F)F)Nc1ccccc1 | -2% | -1% | 9% | 2%
18 | CC(=O)N1CCc2c(sc3c2c(=O)n(-c2ccccc2C)c(=O)n3CC(=O)Nc2ccccc2)C1 | 1% | -7% | nt | nt
19 | COc1c2c(nc3ccccc13)OC(C(C)(O)CO)C2 (stereo unspecified) | -3%&-2%&-3% | 1%&-7%&-8% | -5%&5%&-2% | nt
20 | CCNC(=S)N/N=C/c1ccc(F)cc1 | 0% | 4% | 12% | 0%
21 | O=c1oc2ccccc2c(Nc2ccc(F)cc2)c1[N+](=O)[O-] | -10% | -16% | ? | ?
22 | N=c1ccccn1CC(O)COc1ccccc1 (stereo unspecified) | -7% | 4% | -8% | -4%
23 | O=C(Oc1cccc2ccccc12)c1ccco1 | 9% | -15% | 1% | nt
24 | CC(C)OP(C)(=O)CN1CCN(CP(C)(=O)OC(C)C)CC1 (stereo unspecified) | 2% | 8% | ? | 3%

# | Tau fibril ThT | Tau FP inhib | aGal spleen mod | TR SRC2 fluor cs
17 | -2% | 0% | 4% | -3%
18 | 2% | 1% | nt | -21%
19 | 2%&-9%&-10% | 2%&3%&-2% | -1%&11%&0% | -1%&2%&-2%
20 | 1% | 5% | 2% | 0%
21 | ? | -2% | 2% | -3%
22 | 5% | 1% | -5% | -3%
23 | -18% | -6% | 1% | 0%
24 | 6% | 1% | 0% | -2%

Other entries:
# | smiles | TRb-SRC2 inh | Tau fluor counter | ALDH1A1 inh | L3MBTL1 inh
25 | Clc1cccc2c1Sc1ccccc1CC2N1CCNCC1 (stereo unspecified) | ? | -22% | ? | -8%
26 | CC1CCN(Cc2nc(-c3ccc(Cl)cc3)no2)CC1 | 1% | -14% | 1% | -2%
27 | Cc1ccccc1NC(=O)Nc1ccccc1C(N)=O | -6% | 1% | 5% | -5%
28 | OC(COC(c1ccc(Cl)cc1)c1ccc(Cl)cc1)CN1CCCC1 (stereo unspecified) | -6% | -10% | 14% | nt
29 | O=[N+]([O-])c1cc(S(=O)(=O)N2CCCCC2)ccc1NCc1cccc(Cl)c1 | 0% | -30% | 0% | -9%
30 | O=C(Cn1cc(C(F)(F)F)ccc1=O)N/N=C/c1ccc(F)cc1 | 4% | -7% | 7% | nt
31 | Cc1c(-n2c(-c3ccccc3)nc3ccccc3c2=O)c(=O)n(-c2ccccc2)n1C | 3% | -8% | 1% | -1%
32 | COCCn1c(C)cc(O)c(C(c2ccccc2Cl)N2CCN(c3ccccc3)CC2)c1=O (stereo unspecified) | -3% | 3% | nt | nt

# | Tau fibril ThT | Tau FP inhib | aGal spleen mod | TR SRC2 fluor cs
25 | ? | -7% | 2% | -4%[53 µM]
26 | -3% | 7% | 0% | -1%
27 | 2% | -4% | 0% | -6%
28 | -7% | -14% | -15% | -3%
29 | -16% | 12% | -3% | 3%
30 | 2% | -9% | 3% | 0%
31 | -9% | -2% | -1% | 0%
32 | ? | -10% | nt | -1%

Bioassay records (PubChem BioAssay)
